# Source: PubChem
# AMA1-RON2 inh – AMA1-RON2 (P. falciparum) interaction inhibition | AlphaScreen AMA1-biotinylated RON2 peptide binding | Potency, µM (top dose mostly 58.2 µM), without a hit: at the highest dose activity change, negative = inhibition, hits mostly inhibitors | 360,000 compounds, 0.2% hits | AID 720542;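 note: potency is the fitted concentration of half-maximal effect; 0% = vehicle wells and -100% = peptide control; nearly all actives have a fitted effect of over 45% in size; some results filed as inactive show a strong effect at the top dose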
#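 AMA1 (3D7) with his tag at 25 nM final met compounds first, then biotinylated RON2 peptide at 25 nM; detection used donor plus acceptor beads, 10 µg/mL apiece, read by AlphaScreen after 30 min at room temperature.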
# LmPK inh – inhibitors of Leishmania mexicana pyruvate kinase. AID 1721. 290,000 compounds, 0.37% hits. purified LmPK, Kinase-Glo ATP luminescence, 1 h. Potency, µM (top dose mostly 57.5 µM), for the others: at the top dose activity change, negative = inhibition, most hits filed as inhibitors; note: potency is the fitted concentration of half-maximal effect
# Target sequence (Q27686 whole entry, looked up): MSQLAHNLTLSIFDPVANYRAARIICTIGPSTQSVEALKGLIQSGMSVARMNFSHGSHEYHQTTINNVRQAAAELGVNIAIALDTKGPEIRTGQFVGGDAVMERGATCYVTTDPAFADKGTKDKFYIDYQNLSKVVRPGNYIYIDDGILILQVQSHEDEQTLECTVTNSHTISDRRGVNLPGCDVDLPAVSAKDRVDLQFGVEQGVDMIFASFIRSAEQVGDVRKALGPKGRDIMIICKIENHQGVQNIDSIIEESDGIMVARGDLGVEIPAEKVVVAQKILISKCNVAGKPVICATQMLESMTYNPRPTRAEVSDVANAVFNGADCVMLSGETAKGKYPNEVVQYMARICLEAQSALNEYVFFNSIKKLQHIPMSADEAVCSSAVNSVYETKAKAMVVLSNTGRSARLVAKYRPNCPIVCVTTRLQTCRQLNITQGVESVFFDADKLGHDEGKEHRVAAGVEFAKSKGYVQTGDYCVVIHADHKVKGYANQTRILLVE
#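 qHTS format; LmPK 0.1 nM; substrates PEP 0.5 mM and ADP 0.1 mM. One-hour room-temperature incubation, then coupled luciferase luminescence; 0.5 nM enzyme wells mark activation.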
# Tb PYK inh – T. brucei pyruvate kinase inhibition | TbPYK enzyme, Kinase-Glo Plus ATP luminescence, 45 min | Potency, µM (series often up to 76.8 µM), for the others: at the highest dose activity, negative = inhibition, actives largely listed as inhibitors | 410,000 compounds, 0.12% hits; note: potency is the fitted concentration of half-maximal effect; nearly all actives have a fitted effect of over 50% in size
#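 Quantitative HTS: titrated library compounds versus trypanosomal pyruvate kinase in TEA buffer (pH 7.2) containing KCl, MgCl2, BSA and Tween-20. Reactions were initiated with ADP, 130 uM final. Kinase-Glo Plus luminescence was read after 45 min at RT.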
# HCV inhibitor – blocks hepatitis C virus. Huh7.5.1 HCVcc-Cre infection, luciferase reporter, 44 h. Potency, µM (doses to about 41.8 µM), inactives show top-dose activity change, negative = inhibition, most hits filed as inhibitors. 340,000 compounds, 3.4% hits. AID 651820; note: potency is the fitted concentration of half-maximal effect
#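 Cells (1,000/well) were plated 4 h before compound, then infected with HCVcc-Cre virus (~0.5 moi). After 44 h further culture, infection was read as luciferase luminescence following a 15 min substrate incubation at room temperature.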
# AmpC detergent – blocks E. coli AmpC beta-lactamase in detergent assay; AmpC hydrolysis of nitrocefin, absorbance 480 nm, 0.01% Triton; Potency, µM (highest dose often 114 µM), for inactives: at the top dose activity change, negative = inhibition, usual class: inhibitors; 370,000 compounds, 0.041% hits; P00811;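 note: potency is the fitted concentration of half-maximal effect; 0% = no-compound wells and -100% = no-enzyme wells; nearly all actives have a fitted effect of over 25% in size; some results filed as inactive show a strong effect at the top dose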
# Target sequence (P00811 whole entry, looked up): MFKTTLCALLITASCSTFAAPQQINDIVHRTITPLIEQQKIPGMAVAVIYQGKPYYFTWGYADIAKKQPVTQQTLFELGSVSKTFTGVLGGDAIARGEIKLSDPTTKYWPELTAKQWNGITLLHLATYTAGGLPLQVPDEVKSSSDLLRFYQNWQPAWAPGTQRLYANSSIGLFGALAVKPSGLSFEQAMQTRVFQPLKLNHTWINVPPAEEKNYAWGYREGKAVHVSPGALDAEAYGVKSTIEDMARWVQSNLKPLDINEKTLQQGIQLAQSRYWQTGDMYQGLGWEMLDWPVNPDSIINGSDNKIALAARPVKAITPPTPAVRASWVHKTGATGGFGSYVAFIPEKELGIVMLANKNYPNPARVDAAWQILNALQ
#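 AmpC (5.3 nM in the dispensed reagent) in 20 mM phosphate pH 7.0 with 0.01% (detergent screen) or 0.0001% Triton X-100 was preincubated with compounds for 15 min at room temperature. Nitrocefin was then added from an 800 uM solution, and hydrolysis was followed at 480 nm.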
# HCMV inh – inhibitors of human cytomegalovirus. HFF cells, HCMV-luciferase reporter, 72 h; hits give low values. activity change, negative = inhibition, % at 57.5 µM. 410,000 compounds, 4.5% hits; in the data active = activity change below about -60%; inconclusive = no clear call, values can overlap the other calls; inactive = above about -39%
#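 Compounds were evaluated in HFFs infected with an HCMV luciferase reporter virus (MOI 1 PFU/cell). Luciferase in lysates collected 72 h post infection served as the replication measure.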
# AmpC inh no detg – blocks E. coli AmpC beta-lactamase in detergent-free assay; P00811; AmpC nitrocefin hydrolysis, absorbance 480 nm, 0.0001% Triton; Potency, µM (titrated, usually from 57.1 µM), inactives show at the highest dose activity change, negative = inhibition, most hits filed as inhibitors; 330,000 compounds, 0.52% hits; AID 485341;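 note: potency is the fitted concentration of half-maximal effect; plate controls were no compound for no effect and no enzyme for full effect; nearly all actives have a fitted effect of over 20% in size; some results filed as inactive show a strong effect at the top dose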
#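 20 mM phosphate pH 7.0 + 0.01% (detergent screen) or 0.0001% Triton X-100; 5.3 nM AmpC reagent; cpd preinc 15 min RT; nitrocefin (800 uM stock) to start; A480 q20 s × 4 min; Activity was normalised to no-enzyme and no-compound control wells.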
# Starred values were filed as active, the others as inactive; ? = inconclusive; · = no result given; & = joins results of further samples; [ ] = dose if it differs, or a comment. Unless noted, calls come from the whole dose curve; as a rule, active = well fitted curve in the direction sought with a large enough effect; inconclusive = small, poorly fitted or top-dose-only effect, or another doubt; inactive = no such curve, though single readings can be large; an effect the other way counts as inactive or inconclusive. Unless noted, % is set by controls: 0 for no effect and ±100 for the full control effect.
SMILES,AMA1-RON2 inh,LmPK inh,Tb PYK inh,HCV inhibitor,AmpC detergent,HCMV inh,AmpC inh no detg
CSC(=NC1CCCCC1)NS(=O)(=O)c1ccccc1,-7%&-1%,13%,-3%&-5%,-10%&-1%,-19%,-1&-3,-10%
NC(=O)c1cc(S(=O)(=O)N2CCN(c3ccc([N+](=O)[O-])cc3)CC2)cs1,-1%,-6%,-7%,?,-10%,-35,-45%
CN(CC(=O)Nc1cccc(F)c1)C(=O)CC1CC2CCC1C2 (configuration not stated),3%,-2%,-7%,8%,3%,0,-4%
O=C(CN(Cc1ccco1)C(=O)c1ccc(N2CCCC2=O)cc1)Nc1ccccc1C(F)(F)F,20%,·,-4%,?,0%,-36,23%
Cn1nnnc1SCCCNCc1ccccc1OCc1ccccc1F,·,·,3%,·,0%,-36,·
COc1ccc(OC)c(NC(=O)c2cc3c(Cl)nc4ccccc4c3s2)c1,12%,0%,-5%,-26%,-15%,-18,-3%
Cc1ccc(C(=O)c2cn(Cc3ccccc3F)c3cc4c(cc3c2=O)OCO4)cc1,·,·,7%,·,?,-36,·
CC(C)CN(CC(C)C)C(=O)CCCC(=O)N(CC(C)C)CC(C)C,-9%[2.32 µM],1%,-2%,6%,-7%,?,132%[activator]
COc1ccc2ccn(C)c2c1,9%,·,-4%,?,3%,-26,-2%
CCCCN(C=O)c1c(CC)nc2ccc(C(=O)N3CCN(S(=O)(=O)CC)CC3)cn12,-3%,·,-5%,·,·,-21,·
COc1cccc(CNc2nc(NCc3ccccc3OC)nc3ccsc23)c1,?,·,9%,·,·,-90*,·
COc1cccc(-c2sc3cc(OC)c(OC)cc3c2-c2ccc(OCCN3CCCCC3)cc2)c1,?,·,2%,?,·,·,130%[activator]
Fc1ccc(NC(=S)NC2CCCCC2)c(F)c1F,15%,6%,5%,-30%,-2%,?,-2%
CSc1ccc(C(=O)C2CCCN(Cc3cccc4nccnc34)C2)cc1 (configuration not stated),-22%,-1%,8%,-19%,-8%,-9,55%
C=CCn1c(SCC(=O)NC2CC2)nc2ccccc2c1=O,-4%,·,2%,-11%,3%,2,-9%
COc1ccccc1NC(=O)C(=O)c1cc(C)n(-c2ccccc2F)c1C,·,·,3%,·,18%,-35,·
O=C(Nc1nncs1)c1ccc(F)c(S(=O)(=O)N2CCCCC2)c1,-1%,-2%,-2%,19%,0%,11,-29%
O=c1c(Cl)c(NCc2ccccc2Cl)cnn1C12CC3CC(CC(C3)C1)C2,24%,-1%,-3%,1%,-4%,13,-14%
COCCn1nnnc1C(c1cccs1)N1CCCC(C)C1 (configuration not stated),5%,1%,3%,4%,3%,-34,4%
C=C1CCC2[C@](C)(CO[C@@H]3O[C@H](CO)[C@@H](O)[C@H](O)[C@H]3O)CCC[C@@]2(C)[C@@H]1CCC1=CCOC1=O (some centres not stated),-4%,·,2%,13%,-14%,57,-17%
CCN(CC)S(=O)(=O)c1cccc(NC(=O)COC(=O)CCC(=O)c2ccc(F)cc2)c1,7%[2.32 µM],4%,1%,9%,-4%,?,-8%
CCN(CC(=O)NCc1ccc(Cl)cc1)C(=O)c1ccc2cc(OC)ccc2c1,-8%,-3%,2%,?,0%,-13,38%
Cc1sc(-n2cccc2)c(C(C)NC(=O)Nc2cccc(C(F)(F)F)c2)c1C (configuration not stated),·,·,6%,·,-3%,?,·
COc1ccc(-c2nc(CSCC(=O)NCCc3ccc(OC)c(OC)c3)c(C)o2)cc1,·,·,5%,·,-7%,-28,·
O=C(NCC(c1cccnc1)N1CCOCC1)NC1CCCCC1 (configuration not stated),12%,3%,0%,18%,-10%,-8,-23%
CCC/C(=N\NC(=O)Cc1csc(N2CCOCC2)n1)c1ccccc1,-1%,-16%,-7%,0%,1%,-32,0%
CC(=O)/C=C(\C)NCCNc1c(F)c(F)c(CO)c(F)c1F,-3%,1%,-1%,7%,-12%,29,-1%
CCn1c(SCc2nc3ccccc3[nH]2)nnc1-c1ccc(OC)cc1,2%,2%,1%,?,?,-73*,-28%
O=S(=O)(NC1CCN(Cc2ccccc2)CC1)c1ccc2ccccc2c1,-9%,6%,-2%,-18%,-10%,3,57%
COc1ccc(NC(=O)C(=O)N/N=C/c2cccnc2)c(OC)c1,8%,-5%,1%,-17%,?,-25,-6%
COc1ccc(NC(=O)CCCn2nc(C)c3c(C)n(-c4ccccc4)nc3c2=O)cc1OC,-2%,-2%,-7%,-8%,-2%,28,-7%
Cc1csc2nc(COc3ccc(NC(=O)COc4ccccc4)cc3)cc(=O)n12,·,·,0%,·,15%,-19,·
Cc1ccc(S(=O)(=O)/N=C2\C=C(Nc3cccc(C(=O)O)c3)C(=O)c3ccccc32)cc1,-27%,-11%,-14%,-7%,-9%,3,-46%
O=C(Nc1c2c(nn1-c1ccc([N+](=O)[O-])cc1)CS(=O)(=O)C2)C1CC1,-4%,-1%,-4%,17%,2%,-13,-8%
Cc1ccc(CNc2ccc3c(c2)nc(C)n3C)cc1,-2%,1%,-4%,-8%,6%,-33,13%
COc1ccc(-c2[nH]c(-c3ccc(C(=O)O)cc3)nc2-c2ccccc2)cc1,0%,-7%,-1%,1%,-10%,16,-24%
COc1cccc(CN(C)C(=O)c2sccc2-c2ccccc2)c1OC,-1%,-7%,-6%,5%,8%,-39,-13%
CN(C)C(=O)c1ccccc1-c1ccccc1,-10%,0%,6%,7%,1%,4,-15%
CC(C)NC(=O)C1(c2ccccc2)CC1(Cl)Cl (configuration not stated),-4%,-8%,-1%,4%,?,-2,-5%
CCSc1nc2ccc(C)cc2cc1C#N,25%,3%,2%,-24%,-7%,-27,-17%
COc1ccc(NC(=S)NCCN2CCOCC2)cc1,-3%,-7%,4%,-7%,?,-7,-18%
COc1ccccc1/C=C/C1NC(=O)NC(C)=C1C(=O)OC(C)C (configuration not stated),-11%,-3%,3%,?,0%,-12,-7%
OC(c1ccccc1)(c1ccccc1)C1CCN(CCCOc2ccc3c(c2)CCCC3)CC1,?,·,2%,·,·,-34,·
O=C(Nc1cccnc1)C1(c2ccccc2)CCCC1,16%,-2%,-13%,9%,-12%,10,-1%
COCCN(C(=O)C(C)N1C(=O)c2ccccc2C1=O)c1c(N)n(CC(C)C)c(=O)[nH]c1=O (configuration not stated),-12%,·,-11%,30%[activator],·,-8,·

# Molecules above that contain an NH in an aromatic ring:
SMILES,AMA1-RON2 inh,LmPK inh,Tb PYK inh,HCV inhibitor,AmpC detergent,HCMV inh,AmpC inh no detg
CCn1c(SCc2nc3ccccc3[nH]2)nnc1-c1ccc(OC)cc1,2%,2%,1%,?,?,-73*,-28%
COc1ccc(-c2[nH]c(-c3ccc(C(=O)O)cc3)nc2-c2ccccc2)cc1,0%,-7%,-1%,1%,-10%,16,-24%
COCCN(C(=O)C(C)N1C(=O)c2ccccc2C1=O)c1c(N)n(CC(C)C)c(=O)[nH]c1=O (configuration not stated),-12%,·,-11%,30%[activator],·,-8,·

# Quoted at random: 2 compounds from above, in no set order.
SMILES,AMA1-RON2 inh,LmPK inh,Tb PYK inh,HCV inhibitor,AmpC detergent,HCMV inh,AmpC inh no detg
CC(C)NC(=O)C1(c2ccccc2)CC1(Cl)Cl (configuration not stated),-4%,-8%,-1%,4%,?,-2,-5%
Cc1ccc(S(=O)(=O)/N=C2\C=C(Nc3cccc(C(=O)O)c3)C(=O)c3ccccc32)cc1,-27%,-11%,-14%,-7%,-9%,3,-46%

# The list goes on:
SMILES,AMA1-RON2 inh,LmPK inh,Tb PYK inh,HCV inhibitor,AmpC detergent,HCMV inh,AmpC inh no detg
Cc1ccccc1CNC(=O)c1ccc2ccccc2n1,8%,-8%,-2%,-26%,5%,3,-19%
CCOC(=O)C1=C(C)Nc2ccccc2N=C1NC(=O)Cc1ccc(OC)cc1,-9%,1%,-11%,27%,4%,-9,-17%
COc1cc(CNC(=O)c2cc(-c3ccc(F)cc3C)n[nH]2)cc(OC)c1,5%,·,-4%,·,·,-5,·
CCOC(=O)c1ccc(NC(=O)CN2C(=O)c3cccnc3Oc3ccc(Cl)cc32)cc1,·,·,-3%[15.4 µM],·,-2%,0,·
CC(C)n1nc(C(=O)N2CCN(S(=O)(=O)c3cccs3)CC2)c2ccccc2c1=O,·,-1%,·,·,3%,-18,35%
COc1ccc(-c2ccc(C(=O)Nc3cccc(C(C)=O)c3)c3occc23)c(C)c1,5%,·,7%,·,·,?,·
CCOc1ccc(NC(=O)c2c(C)nn(Cc3ccccc3)c2Cl)cc1,12%,6%,4%,5%,1%,-20,0%
O=C(Nc1c(-c2ccc(F)cc2)nc2ccccn12)c1ccccc1F,·,·,1%,·,5%,-9,·
Cc1cccc(NC(=O)CN2C(=O)N/C(=C/c3cc(C)n(-c4ccncc4)c3C)C2=O)c1,12%,5%,-9%,8%,-5%,-25,0%
COc1cccc(CN(CC2CCCO2)S(=O)(=O)c2ccc(S(=O)(=O)N(C)C)cc2)c1 (configuration not stated),23%,0%,0%,-16%,0%,-17,41%
COC(=O)[C@@H]1C[C@H]2CC[C@H](O)C[C@H]2N1Cc1ccc(N2CCN(C)CC2)cc1,8%,6%,3%,23%,0%,4,-8%
C=CCN1CCN(C(c2ccccc2)c2nnnn2CCC(C)C)CC1 (configuration not stated),?,3%,?,-2%,-12%,8,16%
Cc1ccc(-c2c(C)cc3oc(=O)cc(-c4ccccc4)c3c2C)cc1,-6%,·,-1%,-6%,·,-9,-31%
COc1cccc(CNC(=O)C2CCCN(c3nn4c(=O)cc(C)nc4s3)C2)c1 (configuration not stated),-11%,3%,-12%,-6%,-9%,2,6%
CCCCCCCCCCCCN1[C@@H](CC(=O)OC)c2cc(C(F)(F)F)ccc2S1(=O)=O,29%,·,0%,-6%,·,66,·
CCOc1cc(C2CC(=O)NC3=C2C(=O)C(C(=O)OC)C(C)C3)cc(Br)c1O (configuration not stated),-4%,-2%,3%,-17%,-1%,20,-21%
CCOc1ccccc1Nc1nc(N)nc(CN2CCCCC2C)n1 (configuration not stated),12%,2%,0%,-1%,2%,13,-1%
O=c1[nH]c(=O)c2nc3ccccc3nc2[nH]1,·,·,-5%,·,0%,29,-1%
Cc1cc(/C=N/NC(=O)c2c(Br)cnn2C)c(C)n1-c1cccc(Br)c1,36%[activator],0%,0%,8%,?,-65*,33%
Cc1ccc(NC(=O)Cc2nc(CN(C)CC(=O)Nc3ccc(C)cc3)cs2)cc1,43%[activator],·,0%,?,?,-5,44%
Cc1ccc(/C(O)=C2/C(=O)C(=O)N(CCN3CCOCC3)C2c2cccs2)cc1 (configuration not stated),-16%,0%,8%,37%[activator],-14%,14,-13%
